NF-kB neuron act – NF-kB expression increase, human neuronal cells | NF-kB reporter expression; stronger effect = higher value | fold change at 12.5 µM | 190,000 tested, 1.6% active; in the data active means fold change above about 3.3
STAT1 inh – reduces IFN-gamma driven STAT1 reporter signal | NIH 3T3 STAT1-luciferase reporter, luminescence | inhibition, % at 5.5 µM | 200,000 tested, 0.35% active | AID 920;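 active means inhibition above a set limit, the mean inhibition across all tested compounds plus 3 SD, cut at about 34% in these data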;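 further: 0% = IFN-gamma with DMSO and 100% = IFN-gamma with 300 µM nifuroxazide; values of inactives mirror those of a sister screen read the other way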
ROMK primary – modulates human ROMK potassium channel activity; P48048; Tet-inducible ROMK, thallium flux fluorescence; actives lie on both sides; B-score at 10 µM; 130,000 tested, 2% active;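 active means signal ratio slope over the read window, or its plate-corrected B-score, at least 3 SD from the plate mean, either direction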;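 further: B-score of the F/F0 ratio slope over 7 to 12 s after thallium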
Target sequence (P48048 whole entry, looked up): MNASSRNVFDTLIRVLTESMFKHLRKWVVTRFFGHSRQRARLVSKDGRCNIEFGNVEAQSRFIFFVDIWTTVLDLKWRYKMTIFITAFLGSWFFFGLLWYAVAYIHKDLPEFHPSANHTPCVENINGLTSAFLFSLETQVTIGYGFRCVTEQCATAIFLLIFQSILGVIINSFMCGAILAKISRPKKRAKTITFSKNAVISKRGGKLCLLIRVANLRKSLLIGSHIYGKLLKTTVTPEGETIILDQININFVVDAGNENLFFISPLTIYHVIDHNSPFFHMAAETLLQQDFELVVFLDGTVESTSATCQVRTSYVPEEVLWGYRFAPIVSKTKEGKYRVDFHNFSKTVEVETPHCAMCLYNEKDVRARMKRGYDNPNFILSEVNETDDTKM
APP 5UTR inh – APP translation inhibition; SH-SY5Y APP 5'UTR-luciferase reporter, luminescence; inhibition, % at 2 µM; 190,000 tested, 0.82% active; AID 1285;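 active means inhibition above a set limit, derived from the sample mean plus 3 SD, cut at about 45% in these data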; further: values of inactives mirror those of a sister screen read the other way
STAT3 activator – activators of IL-6 induced STAT3 signaling | U3A cells, IL-6 STAT3-luciferase reporter, luminescence; 100% = signal with IL-6 EC80 alone | activation (% of control), % at 5.6 µM | 190,000 tested, 0.91% active | AID 871;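 active means activation above the screen-wide mean of compound activation plus 3 SD, cut at about 130% in these data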;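 further: 0% = background luminescence of wells with medium and substrate only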
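Test system: Human STAT1-deficient U3A cells with stable STAT3-luciferase reporter | Also added: Interleukin-6, 33 ng/mL | Timing: Compound pre-incubation 1 h before IL-6, then 6 h stimulation at 37 °C | Technique: Luciferase reporter luminescence | Read-out: Percent of IL-6-only median luminescence | Benchmarks: IL-6-only wells as 100% reference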
STAT3 inh – inhibitors of IL-6 induced STAT3 signaling. inhibition, % at 5.5 µM. U3A cells, IL-6 STAT3-luciferase reporter, luminescence; host cell line lacks STAT1. 190,000 tested, 0.89% active. AID 862;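 active means inhibition above the mean inhibition across all screened compounds plus 3 SD, cut at about 44% in these data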;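 further: 0% = DMSO only wells and 100% = 100 µM nifuroxazide control wells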
FLuc stim CS – affects firefly luciferase, flagging false hits in luciferase stimulation screens | P08659 | 200,000 tested, under 10 active | AID 1027 | activation factor at 10 µM | ATPlite luciferase biochemical, luminescence, 10 min; 0 = ATP-free wells, 1 = DMSO control;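 active means luciferase activation factor, scaled between plate controls, of at least 2 with compound at 10 µM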
Target sequence (P08659 whole entry, looked up): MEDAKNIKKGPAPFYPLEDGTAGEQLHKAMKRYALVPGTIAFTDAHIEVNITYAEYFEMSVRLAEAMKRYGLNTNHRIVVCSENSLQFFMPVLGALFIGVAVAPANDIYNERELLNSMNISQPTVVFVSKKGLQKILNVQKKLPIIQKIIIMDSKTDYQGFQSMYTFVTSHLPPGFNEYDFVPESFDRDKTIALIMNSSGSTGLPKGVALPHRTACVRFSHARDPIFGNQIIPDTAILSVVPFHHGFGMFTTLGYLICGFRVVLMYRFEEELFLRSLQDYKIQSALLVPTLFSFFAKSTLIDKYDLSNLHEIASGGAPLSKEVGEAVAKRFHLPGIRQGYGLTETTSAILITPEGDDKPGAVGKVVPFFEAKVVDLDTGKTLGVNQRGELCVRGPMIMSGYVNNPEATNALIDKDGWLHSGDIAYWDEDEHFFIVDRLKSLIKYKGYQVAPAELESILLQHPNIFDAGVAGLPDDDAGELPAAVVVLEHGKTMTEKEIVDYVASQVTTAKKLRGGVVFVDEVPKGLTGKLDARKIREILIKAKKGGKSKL
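System: luciferase plus luciferin reagent, cell-free; medium: PBS as buffer for the ATP substrate; dosing: test compounds dosed from 2 mM stocks in 100% DMSO; timing: 10 min post-reagent at room temperature; measured by: luminescence measurement of luciferase light output; evaluation: luciferase activation, seen as luminescence increase over controls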
APP 5'UTR act – activates APP 5'UTR luciferase reporter; SH-SY5Y APP 5'UTR luciferase reporter, luminescence; zero percent = DMSO vehicle wells; 190,000 tested, 1% active; activation, % at 2 µM; AID 1276;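 active means activation above a set limit, based on mean plus 3 SD of controls, cut at about 140% in these data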; further: values of inactives mirror those of a sister screen read the other way
STAT1 activator – increases IFN-gamma driven STAT1 reporter signal; NIH 3T3 STAT1-luciferase reporter, luminescence; 100% = IFN-gamma alone, no compound; activation (% of control), % at 5.5 µM; 200,000 tested, 2.6% active; AID 932;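 active means activation above the screen-wide mean activation plus 3 SD, cut at about 130% in these data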;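 further: raw ratio to IFN-gamma control signal so 100% means no change and 0% no light; values of inactives mirror those of a sister screen read the other way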
FLuc inh counter – inhibits firefly luciferase, flagging false hits in luciferase inhibition screens | AID 1006 | 200,000 tested, 1.5% active | inhibition, % at 10 µM | ATPLite firefly luciferase biochemical luminescence, 10 min | P08659;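 active means inhibition above about 50% when tested at 10 µM, limit read from the data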
* hit, by the source's call; x = not tested or not shown.

smiles,NF-kB neuron act,STAT1 inh,ROMK primary,APP 5UTR inh,STAT3 activator,STAT3 inh,FLuc stim CS,APP 5'UTR act,STAT1 activator,FLuc inh counter
O=C(COC(=O)c1ccccn1)Nc1cc(Cl)ccc1Cl,1.1,2,x,8,99,7,1.1,-8,99,-6
N=C(N)SCc1nc2ccccn2c1Br,0.95,-2,-0.068,0,100,3,1,0,101,-3
COc1cc(C=O)c(Br)cc1OCc1ccc(C)cc1,1.1,-10,x,-42,101,10,1,42,109,-2
Cc1ccc(C)c(N2CCN(C(=O)CC3Sc4ccccc4NC3=O)CC2)c1 (configuration not stated),0.96,8,x,x,89,19,1,x,93,-3
CCOC(=O)CCNC(=O)N1CCCC(C(=O)c2ccccc2SC)C1 (configuration not stated),1,6,0.5,-4,98,4,1.1,4,92,-10
Cc1cnc(NC(=O)C2COc3ccccc3O2)s1 (configuration not stated),2.6,-7,x,-144,45,71*,0.5,144*,107,52*
Cc1nn(-c2ccccc2)c(N)c1-c1ccccc1,2.6,-15,0.41,-7,98,4,0.3,7,113,73*
O[C@@H]1C2CCCC1[C@]1(O)CCCCC1C2 (some centres not stated),1,-3,x,x,96,11,1,x,103,-4
Cc1ccc(SCc2ccc(C(=O)N3CCCC3)cc2)cc1,1.1,5,-0.28,-39,100,9,1,39,95,-2
O=C(O)CC(NC(=O)c1cccc([N+](=O)[O-])c1)c1ccc2c(c1)OCO2 (configuration not stated),1.1,-5,0.63,-8,104,-2,1,8,104,-4
O=C(N/N=C/c1cccn1-c1cccc(C(=O)O)c1)Nc1ccccc1,1.5,3,-0.33,-6,99,-2,1,6,97,-2
CC(C)(C)CC(C)(C)NC(=O)c1ccccc1,1.3,0,-0.12,-11,93,9,1.1,11,100,-9
N#CC1C(C#N)N2CCCN2C1c1ccc(Cl)cc1 (configuration not stated),1.3,2,x,-5,113,-11,1.1,5,98,-8
N#Cc1cn(OCc2ccccc2)c(=O)[nH]c1=O,1,-8,0.15,-2,104,0,1,2,107,-4
COC(CNC(=O)CCc1c(C)nc2c(-c3ccc(F)cc3)c(C)nn2c1C)OC,1.1,-4,x,55*,98,4,1,-55,104,-5
CSc1ccc(OC2CCCCC2NS(=O)(=O)c2ccccc2)cc1 (configuration not stated),0.98,3,-0.16,1,87,19,1.1,-1,97,-6
COc1ccc(-c2cc(C(F)(F)F)nc(SCC(=O)NCCCN3CCOCC3)n2)cc1,1.1,-12,-1.4,-25,98,6,1,25,111,-4
O=C(NCCc1ccccc1)C1CCC(CNc2nc(=S)[nH]c3ccccc23)CC1 (configuration not stated),0.95,-6,0.67,-23,99,3,1.1,23,104,-6
COn1c(=O)c(-c2cccs2)[n+]([O-])c2ccccc21,0.94,-6,x,8,88,17,1,-8,106,-2
CC1=NC(C(F)(F)F)(C(F)(F)F)C(C#N)=C(C)N1,0.96,-2,x,14,99,5,1.1,-14,102,-9
O=S(=O)(NCCC1=CCCCC1)c1cccc(S(=O)(=O)N2CCOCC2)c1,0.75,4,x,4,99,6,1,-4,96,-3
CCOC(=O)c1cnc2cc(C)nn2c1-c1ccccc1,0.97,3,x,-7,107,-4,1.1,7,97,-8
CCOC(=O)c1c(NC(=O)c2ccc(-n3cnnn3)cc2)sc2c1CCCC2,1.3,-1,-0.24,-7,102,-6,1,7,103,-1
O=C(NCCn1ccc2ccccc21)C1CCCCC1,1,10,x,-5,106,-7,1.1,5,91,-6
Cc1cc(C)c(-n2c(C)cc(/C=C3/NC(=O)NC3=O)c2C)c(C)c1,1.2,-10,x,-16,106,-2,1.1,15,109,-10
CCOC(=O)c1nn(-c2c(C)n(C)n(-c3ccccc3)c2=O)cc1O,1.1,0,x,-9,100,4,1.1,9,100,-8
C/C(=N\NC(=O)c1ccccc1)c1cccc(Br)c1,1.8,-20,0.061,-62,88,18,0.7,62,117,28
Oc1ccc(Br)cc1C=Nc1ccc2[nH]ncc2c1,1.2,-13,x,-9,102,-2,1,9,112,-2
Cc1ccc(NC(=O)CSCc2ccc(F)cc2)cc1,1.3,-4,1.2,-17,104,-2,1.1,17,104,-7
OC(CN1CCOCC1)Cn1c(-c2cccc(Cl)c2)nc2ccccc21 (configuration not stated),1.3,-8,x,5,98,7,1,-5,108,0
O=S(=O)(Nc1ccc(-c2nc3cccnc3s2)cc1)c1ccc(Cl)s1,1.6,-35,x,-77,111,-4,1,77,131*,2
CCOc1ccccc1N1CCN(S(=O)(=O)c2cccc3nsnc23)CC1,1.1,0,-1.5,0,98,6,1,0,107,-3
O=C(C1=C[C@@H](c2ccc(C(F)(F)F)cc2)C[C@@H](OCCCCO)O1)N1CCN(Cc2ccc3c(c2)OCO3)CC1,0.74,9,x,8,x,x,1,-8,93,-3
Cn1c(SCC(=O)NC(C)(C)C)nnc1-c1cnccn1,1.2,5,x,15,98,5,1,-15,96,-3
O=S(=O)(NCC(c1cccnc1)N1CCN(Cc2ccccc2)CC1)c1ccccc1 (configuration not stated),1.3,-8,x,6,104,3,1,-6,107,0
Cc1ccc(C(=O)N/N=C/c2sc(=O)n(Cc3cccc(C(=O)O)c3)c2Cl)cc1,1.1,7,x,8,97,8,0.9,-7,94,9
Cc1ccc(S(=O)(=O)CCC(=O)OCc2ccccc2)cc1,1,3,0.8,2,106,1,1,-2,96,-4
Nn1c(=S)[nH]nc(Cc2ccc(O)cc2)c1=O,1.1,6,1,-25,100,4,1,25,95,-3
COc1ccc(Cn2nnnc2C(c2cc3cc(C)ccc3[nH]c2=O)N2CCOCC2)cc1 (configuration not stated),1.4,2,x,2,105,0,1,-2,98,-3
CCCCc1cc(=O)oc2c(CN3CCCC3)c(O)c(Cl)cc12,1.6,-1,x,4,113,-13,1.1,-4,100,-7
O=C(CSc1nnc(-c2ccc(OC(F)F)cc2)o1)NC(=O)NCc1ccco1,1.1,-7,-0.21,10,99,6,1.1,-10,106,-8
CCOC(=O)c1sc(=NC(=O)COc2ccc(Cl)cc2)n(C)c1C,0.99,-7,-0.9,-10,101,1,1,9,106,-3
CCOC(=O)NN1C(=O)c2ccccc2NC1c1cccnc1 (configuration not stated),0.85,2,0.55,-17,101,10,1,17,97,-2
Cc1nc(N2CCOCC2)nc2c1CCCC2,1.1,2,x,-14,97,6,1,14,98,-2
CN(C(=O)COc1ccccc1C(=O)NCCc1ccccc1)c1ccccc1,1.3,0,0.73,1,91,18,1,-1,100,1
CCOC(=O)c1sc(NC(=O)/C=C/c2ccc(F)cc2)nc1C,1,0,1.1,-4,97,9,1,4,100,0
Cc1ccc(-c2cc(C(=O)NCC3CCCO3)no2)cc1 (configuration not stated),3.2,-15,-0.69,-112,89,17,0.6,112,114,43
COc1ccc(CCCc2n[nH]c(=S)n2C)cc1C,0.96,13,x,0,89,17,1,0,87,-4
CC1CCc2[nH]nc(C(=O)O)c2C1 (configuration not stated),1,3,x,-7,92,15,1.1,7,98,-6
O=[N+]([O-])c1c(NCCCO)cc(SCc2ccco2)c2nonc12,1.4,0,-0.51,2,107,-3,1,-2,100,-4

Full records from above. Order of screens: NF-kB neuron act, STAT1 inh, ROMK primary, APP 5UTR inh, STAT3 activator, STAT3 inh, FLuc stim CS, APP 5'UTR act, STAT1 activator, FLuc inh counter
CN(C(=O)COc1ccccc1C(=O)NCCc1ccccc1)c1ccccc1 is entered as 1.3, 0, 0.73, 1, 91, 18, 1, -1, 100, 1
Cc1nc(N2CCOCC2)nc2c1CCCC2 is entered as 1.1, 2, x, -14, 97, 6, 1, 14, 98, -2

Following part
smiles,NF-kB neuron act,STAT1 inh,ROMK primary,APP 5UTR inh,STAT3 activator,STAT3 inh,FLuc stim CS,APP 5'UTR act,STAT1 activator,FLuc inh counter
O=C(CSc1ncn[nH]1)c1ccc2c(c1)OCO2,1.5,-1,x,0,98,5,1,0,100,-4
Cc1sc2nc(CC(N)=O)[nH]c(=O)c2c1-c1ccccc1,1.3,-4,0,4,96,3,1,-3,104,-4
CC(OC(=O)CN(C)S(=O)(=O)c1ccc(Cl)cc1)C(=O)Nc1cccc(Cl)c1 (configuration not stated),1.1,-6,-0.13,-8,95,3,1.1,8,106,-7
CC1(C)N=C(c2ccc(Cl)cc2)C(=O)N1,1.1,-9,-0.53,-18,101,1,1,18,108,-4
Cc1ccc(CSc2nn3c(=O)c(C)nnc3s2)cc1,0.86,-6,-0.17,4,98,2,1.1,-4,105,-8
O=C(c1cnn2c(C(F)(F)F)cc(-c3ccc4c(c3)OCO4)nc12)N1CCCCC1,1.6,0,x,1,97,6,1.1,-1,100,-9
O=C(Cn1nc(Cc2cccnc2)c2ccccc2c1=O)NCC1CCCO1 (configuration not stated),1,-3,x,-4,104,1,1.1,4,102,-6
Cc1cccc(Cn2cc(SCC(=O)Nc3nccs3)c3ccccc32)c1,1.1,-22,x,6,115,-8,1,-6,120,-1
COc1ccc(S(=O)(=O)NC(CC(=O)NC2CCCC2)c2ccco2)cc1 (configuration not stated),0.97,-10,0.017,-12,100,2,1,12,109,-2

A run of entries from further up, as a working copy:
smiles,NF-kB neuron act,STAT1 inh,ROMK primary,APP 5UTR inh,STAT3 activator,STAT3 inh,FLuc stim CS,APP 5'UTR act,STAT1 activator,FLuc inh counter
COc1ccc(CCCc2n[nH]c(=S)n2C)cc1C,0.96,13,x,0,89,17,1,0,87,-4
CC1CCc2[nH]nc(C(=O)O)c2C1 (configuration not stated),1,3,x,-7,92,15,1.1,7,98,-6
O=[N+]([O-])c1c(NCCCO)cc(SCc2ccco2)c2nonc12,1.4,0,-0.51,2,107,-3,1,-2,100,-4
O=C(CSc1ncn[nH]1)c1ccc2c(c1)OCO2,1.5,-1,x,0,98,5,1,0,100,-4
Cc1sc2nc(CC(N)=O)[nH]c(=O)c2c1-c1ccccc1,1.3,-4,0,4,96,3,1,-3,104,-4
CC(OC(=O)CN(C)S(=O)(=O)c1ccc(Cl)cc1)C(=O)Nc1cccc(Cl)c1 (configuration not stated),1.1,-6,-0.13,-8,95,3,1.1,8,106,-7
CC1(C)N=C(c2ccc(Cl)cc2)C(=O)N1,1.1,-9,-0.53,-18,101,1,1,18,108,-4
Cc1ccc(CSc2nn3c(=O)c(C)nnc3s2)cc1,0.86,-6,-0.17,4,98,2,1.1,-4,105,-8
O=C(c1cnn2c(C(F)(F)F)cc(-c3ccc4c(c3)OCO4)nc12)N1CCCCC1,1.6,0,x,1,97,6,1.1,-1,100,-9
O=C(Cn1nc(Cc2cccnc2)c2ccccc2c1=O)NCC1CCCO1 (configuration not stated),1,-3,x,-4,104,1,1.1,4,102,-6
Cc1cccc(Cn2cc(SCC(=O)Nc3nccs3)c3ccccc32)c1,1.1,-22,x,6,115,-8,1,-6,120,-1
COc1ccc(S(=O)(=O)NC(CC(=O)NC2CCCC2)c2ccco2)cc1 (configuration not stated),0.97,-10,0.017,-12,100,2,1,12,109,-2
